PKA-R2B activ: activators of PKA-R2B holoenzyme, primary screen, biochemical, fluorescence polarization, Cy5-IP20, human; cAMP-dependent protein kinase catalytic subunit beta (Homo sapiens) + cAMP-dependent …; PKA-R2B holoenzyme dissociation; R2B truncated from residue 108, S112A mutant; 0% DMSO only, 100% 113 µM cGMP; activation, % at 11.4 µM; actives 0.079% (n = 340,000); AID 504700, 2011;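 active = activation above a cutoff set at the mean over all compounds plus 3 SD, cut at about 18% in these data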;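 note: higher means more holoenzyme dissociation and a rise in polarization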
SR-BI DiI-HDL act: activators of SR-BI mediated DiI-HDL uptake, primary screen, ldlA[mSR-BI] CHO cells, DiI fluorescence. 3 h; 100 = double the neutral-control signal. actives 0.096% (n = 320,000). AID 504775, 2011. activation, % at 12.5 µM;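 active = mean replicate activation of at least 60% and every replicate at or above 60%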;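 note: 0% = median plate neutral-control signal and 100% = twice that signal; values of inactives mirror those of a sister screen read the other way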
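Test system: SR-BI-overexpressing, LDLR-lacking CHO cells. Measured by: DiI fluorescence, bottom read. Medium: Ham's F12 with 0.5% BSA, HEPES 25 mM, pH 7.4. Timing: 3 h uptake period with compound, 37 °C.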
Arr AP2 block: inhibitors of beta-arrestin/AP2 binding, primary screen, biochemical, GPCR trafficking, flow cytometry; beta-arrestin 1 C-terminal peptide binding to AP2 beta2-adaptin appendage (human); inhibition, % at 10 µM; actives 0.31% (n = 340,000); FITC-arrestin peptide / GST-AP2 beads; AP2 beta2 appendage carries R879A mutation;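 active = inhibition above a set limit, near 3 SD of compounds lacking own fluorescence, cut at about 54% in these data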;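 note: plate controls were DMSO wells for no effect and 5 µM unlabelled arrestin peptide for full effect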
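Test system: GST-tagged AP2 beta2-adaptin appendage (R879A) on 4 µm glutathione beads; also added: fluorescein-tagged arrestin peptide at 50 nM final; timing: 12 min plus 1 h, RT; signal: flow cytometry, FL1 (488/535 nm); read-out: percent drop in bead-associated FITC signal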
NSD2 inh: NSD2 histone methyltransferase inhibitors, primary screen, biochemical, AlphaScreen, single concentration, set 2; Histone-lysine N-methyltransferase NSD2 (Homo sapiens), O96028; NSD2 peptide methylation, 120 min; inhibition, % at 12.5 µM; actives 0.54% (n = 310,000); in the data active = inhibition above about 50%
Target sequence (O96028 whole entry, looked up): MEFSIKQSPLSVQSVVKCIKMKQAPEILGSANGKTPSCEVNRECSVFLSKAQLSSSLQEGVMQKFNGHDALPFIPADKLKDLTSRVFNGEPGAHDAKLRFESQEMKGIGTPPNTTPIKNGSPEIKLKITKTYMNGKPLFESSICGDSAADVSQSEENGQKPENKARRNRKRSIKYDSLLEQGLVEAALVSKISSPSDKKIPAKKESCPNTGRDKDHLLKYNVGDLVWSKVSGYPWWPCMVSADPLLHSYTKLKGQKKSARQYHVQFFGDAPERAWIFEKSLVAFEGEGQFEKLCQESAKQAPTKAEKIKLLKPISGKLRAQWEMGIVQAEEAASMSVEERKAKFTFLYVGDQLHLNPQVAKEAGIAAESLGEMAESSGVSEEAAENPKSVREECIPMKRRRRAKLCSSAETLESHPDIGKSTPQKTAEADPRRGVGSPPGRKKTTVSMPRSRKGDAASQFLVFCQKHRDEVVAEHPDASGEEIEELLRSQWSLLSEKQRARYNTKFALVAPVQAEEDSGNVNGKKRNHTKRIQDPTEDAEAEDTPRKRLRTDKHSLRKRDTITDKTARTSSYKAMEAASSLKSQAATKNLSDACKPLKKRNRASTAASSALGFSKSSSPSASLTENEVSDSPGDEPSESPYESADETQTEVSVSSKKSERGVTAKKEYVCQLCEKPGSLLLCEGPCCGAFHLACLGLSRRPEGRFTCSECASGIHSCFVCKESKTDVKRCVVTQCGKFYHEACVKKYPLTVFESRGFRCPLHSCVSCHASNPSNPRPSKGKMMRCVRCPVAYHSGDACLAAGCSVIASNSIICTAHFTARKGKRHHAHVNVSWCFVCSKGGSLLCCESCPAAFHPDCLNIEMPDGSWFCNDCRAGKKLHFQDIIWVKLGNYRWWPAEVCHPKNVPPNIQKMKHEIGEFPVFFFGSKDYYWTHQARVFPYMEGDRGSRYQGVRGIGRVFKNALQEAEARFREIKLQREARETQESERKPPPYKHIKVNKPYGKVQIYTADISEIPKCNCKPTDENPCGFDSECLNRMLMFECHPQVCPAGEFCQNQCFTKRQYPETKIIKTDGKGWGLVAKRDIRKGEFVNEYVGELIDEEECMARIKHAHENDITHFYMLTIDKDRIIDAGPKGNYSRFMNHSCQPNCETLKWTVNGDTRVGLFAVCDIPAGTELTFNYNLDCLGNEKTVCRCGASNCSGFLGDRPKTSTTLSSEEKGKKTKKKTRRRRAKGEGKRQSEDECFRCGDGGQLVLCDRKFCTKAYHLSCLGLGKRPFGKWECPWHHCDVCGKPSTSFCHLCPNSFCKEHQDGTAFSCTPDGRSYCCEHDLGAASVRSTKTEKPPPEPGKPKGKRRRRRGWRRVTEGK
SUMO Mot1 rescue: yeast Mot1-301 growth rescue at high temperature, primary screen, SUMOylation pathway inhibitor project, S. cerevisiae, ATP luminescence, 38.5C. growth rescue, % at 18.8 µM. actives 1% (n = 320,000). AID 2716, 2010. S. cerevisiae Mot1-301 growth rescue; percent above DMSO median, 100 means doubled;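 active = every valid replicate shows activation above 250% relative to neutral control wells; inactive = the rest, any valid replicate at or below 250%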;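 note: OY570 slx delta 5 strain wells were the positive control but not used for scaling; some compounds called inactive have numbers as strong as hits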
CDK5 inh: inhibitors of human CDK5/p35 kinase, primary screen, biochemical, single concentration | inhibition, % at 10 µM | AID 488839, 2010 | actives 0.01% (n = 330,000) | Recombinant CDK5/p35, ADP-Glo luminescence, 60 min | Cyclin-dependent kinase 5 (Homo sapiens) + Cyclin-dependent kinase 5 activator 1 (Homo …;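 active = highest replicate inhibition of at least 50% and at least 75% of replicates reaching 50%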;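 note: plate controls were DMSO neutral control for no effect and GW8510 at 10 µM for full effect; many of its hits are not listed in these tables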
PKA-R1A activ: activators of PKA-R1A holoenzyme, primary screen, biochemical, fluorescence polarization, Cy5-IP20, bovine R1A, mouse PKAc; cAMP-dependent protein kinase type I-alpha regulatory subunit (Bos taurus) + …; PKA-R1A dissociation; scaled: DMSO 0%, 113 µM cGMP 100%; activation, % at 11.4 µM; actives 0.083% (n = 340,000);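 active = percent activation above the mean of all tested compounds plus 3 SD, cut at about 19% in these data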;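 note: higher means more PKAc released from R1A so a rise in polarization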
dFosB activator: activators of delta FosB homodimer, primary screen, biochemical, fluorescence polarization, TAMRA-CDK5 oligo, single point; Protein FosB (Mus musculus), P13346; purified delta FosB; percent of positive-control signal above neutral wells; activation, % at 25 µM; actives 0.99% (n = 340,000); AID 493131, 2011;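 active = mean activation above about 17%, with every replicate also reaching it, limit read from the data, passing the limit was not always enough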;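 note: fluorescence polarization rise as delta FosB binds a TAMRA Cdk5 AP-1 oligo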
MITF act: activators of MITF-driven TRPM1 promoter reporter, primary screen, cell-based, SK-MEL-5, luciferase, single point. SK-MEL-5 TRPM1-promoter luciferase, 24 h; % of positive control, neutral wells = 0. activation, % at 12.5 µM. actives 0.75% (n = 300,000);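 active = mean activation of at least 80% with every replicate also reaching 80%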;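 note: 0% = neutral control wells and 100% = parthenolide positive control wells; values of inactives mirror those of a sister screen read the other way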
DSG3 Ab inh: inhibitors of pemphigus antibody binding to DSG3, primary screen, biochemical, bead-based, flow cytometry, scFv-GFP. Desmoglein-3 (Homo sapiens), P32926. DSG3-coupled beads, scFv-anti-DSG3-GFP binding; active compounds read low. binding (percent of control), % at 10 µM. actives 0.48% (n = 310,000). AID 588358, 2011;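 active = binding more than 3 SD below its plate's average and above zero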;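 note: hits lower antibody fragment binding to DSG3; some compounds called inactive have numbers as strong as hits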
SR-BI HDL uptake: inhibitors of SR-BI mediated HDL lipid uptake, primary screen, ldlA[mSR-BI] cells, fluorescence, single point; actives 0.96% (n = 320,000); inhibition, % at 12.5 µM; Scavenger receptor class B member 1 (Mus musculus), Q61009; ldlA[mSR-BI] CHO cells, DiI-HDL uptake fluorescence, 3 h;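 active = mean replicate inhibition of at least 70% and a set share of replicates each scoring 70 or more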;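 note: 0% = median of neutral control wells and 100% = median of positive control wells; values of inactives mirror those of a sister screen read the other way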
Active calls of the source: *; · = not tested or not shown. Compounds were not picked by outcome. About 4.7% of those tested had a hit in this group.

Values run as follows: PKA-R2B activ	SR-BI DiI-HDL act	Arr AP2 block	NSD2 inh	SUMO Mot1 rescue	CDK5 inh	PKA-R1A activ	dFosB activator	MITF act	DSG3 Ab inh	SR-BI HDL uptake
O=C(Nc1ccccc1)c1ccc2c(c1)OCCO2
    -1	8	-6	-2	-21	5.2	-1	2	57	111	-8
CCN(CC(=O)Nc1ccc(OC)cc1)CC(=O)Nc1ccc(Br)cc1F
    -1	-15	2	0	-1	-0.9	-6	-8	-11	85	15
CCOc1ccccc1N1CCN(C(=O)c2c(Cl)cnn2C)CC1
    1	6	-7	-2	308	-3.0	-2	0	5	·	-6
O=C1NC2C(NC(=O)N2C2CCCCC2)N1C1CCCCC1 (stereo not drawn)
    7	26	-7	0	-2	-0.7	3	3	1	103	-26
COC(=O)C1=C(C)NC2=C(C(=O)CC(c3cccs3)C2)C1c1ccsc1 (stereo not drawn)
    2	-4	11	·	6	-0.3	-2	-11	·	96	4
CCOC(=O)N1CCC(N2C(=O)c3ccc(C(=O)Nc4ccc(OC)cc4)cc3C2=O)CC1
    -5	-16	-11	-5	-3	·	-4	30*	4	84	16
O=C1CC(N2CCSCC2)C(=O)N1c1ccccc1 (stereo not drawn)
    -3	1	4	-1	-5	-0.7	-6	-14	-17	98	-1
CN(C)S(=O)(=O)c1ccc(C(=O)NCC(=O)N/N=C/c2ccccc2Cl)cc1
    -6	-36	11	·	4	0.4	4	-7	10	98	36
C=CCOc1ccc(-c2nc3c(c(=O)[nH]c(=O)n3CCCC)n2C)cc1Br
    -3	-26	20	4	-15	0.7	-9	14	22	92	26
Cc1sc(N)c(C(=O)c2ccccc2)c1C
    ·	-56	-3	30	-3	1.4	·	-8	-8	103	56
COc1ccc(-c2csc(NC(=O)CSc3n[nH]c(C)n3)n2)cc1
    -5	-21	8	2	-10	0.2	-1	-7	59	120	21
Cc1ccc(C(C)C)c(OCC(O)CN2CCc3ccccc3C2)c1 (stereo not drawn)
    1	-42	2	-6	-3	-3.0	10	-9	·	110	42
Cc1ccc(C)c(-c2ccc(=O)n(Cc3ccc(F)cc3Cl)n2)c1
    2	-9	7	-4	-5	-2.2	-4	-7	2	94	9
S=C(NCCc1ccc(Cl)cc1)NCc1ccccc1
    -2	15	-5	1	25	-0.2	-10	-9	-8	101	-15
O=C(c1ccc(Cl)c(S(=O)(=O)N2CCOCC2)c1)N(c1ccccn1)C1CCCCC1
    -14	28	-24	-3	-13	0.8	-7	-2	6	102	-28
Cc1cc(=O)n(C(C)Cc2ccccc2)n1C(C)Cc1ccccc1 (stereo not drawn)
    -4	13	16	0	·	2.5	-8	-6	0	101	-13
Cc1ccc(-n2nc3ccc(NC(=O)/C=C/c4ccco4)cc3n2)cc1C
    9	-28	5	2	·	-0.7	-11	-15	62	104	28
Cc1ccc(C(=O)NCCNC(=O)CN2CCOCC2)cc1
    -8	18	6	-3	-13	-1.4	-4	1	3	107	-18
CN(CCCNC(=O)c1ccc(/C=N/O)nc1)CCCN(C)Cc1ccccc1
    3	28	-8	0	-2	-0.5	-1	-2	·	98	-28
CCOc1ccc(S(=O)(=O)N2CCC(C(=O)NCC3CCCO3)CC2)cc1Cl (stereo not drawn)
    -2	-1	25	-1	12	3.8	2	-6	1	112	1
O=C(NCc1cccc(Cl)c1)c1ccco1
    -8	16	5	6	-15	1.2	-1	-3	0	96	-16
O=C(CSc1nc(C2CC2)nc2ccccc12)Nc1ccccc1Cl
    5	-17	-5	41	-21	0.2	12	31*	-29	98	17
CCOc1ncccc1C(=O)OCC(=O)Nc1ccc(-c2nc3ccc(C)cc3s2)cc1
    -3	-10	-2	-1	-14	-1.0	0	9	-11	76	10
CC(C)COC(=O)C(N)C(C(=O)OCC(C)C)c1ccccc1 (stereo not drawn)
    -2	15	20	-4	13	-1.1	-5	-7	6	98	-15
Cc1c(Cl)cccc1NC(=S)N=Nc1c(O)n(CN2CCOCC2)c2ccccc12
    -1	4	-3	·	365*	1.0	-9	-4	-15	102	-4
CCc1cccc(C)c1NC(=O)Nc1ccc2c(c1)OCO2
    4	14	·	1	145	-0.6	5	-2	-5	106	-14
Cc1ccc(C)c(NC(=O)CCC(=O)NN=C2CCCC2)c1
    1	·	1	0	10	1.2	9	0	13	108	-110
Cc1ccc(S(=O)(=O)c2nc(S(C)(=O)=O)sc2NCC2CCCO2)cc1 (stereo not drawn)
    -16	19	-7	·	·	-3.3	4	-10	-2	103	-19
COC(=O)C1=C(NC(=O)c2ccc(Br)cc2)CCS1
    2	-16	6	-1	9	0.1	8	-1	-10	103	16
Cc1ccc(NC(=O)C2CCCN2C(=O)OCc2ccccc2)c(O)c1 (stereo not drawn)
    -2	-3	1	-1	-7	-0.4	-12	-7	0	·	3
O=C(NNc1ncc(C(F)(F)F)cc1Cl)c1c(Cl)cccc1Cl
    6	-11	-1	-2	-16	1.6	2	-5	·	·	11
CC(=O)c1ccc[n+](CC(=O)NC(C)c2ccccc2)c1 (stereo not drawn)
    -8	10	26	1	-8	0.3	-2	-1	-5	108	-10
CCCCCSc1nnc(N)s1
    -7	18	8	-3	-11	1.4	-6	-9	·	·	-18
COCc1cc(C)nc2sc(C(=O)NCCO)c(-n3cccc3)c12
    -6	38	-6	1	-3	1.8	1	-12	4	110	-38
COC(=O)c1cc2c(ccn2C)n1C
    9	24	7	·	-2	-1.1	3	-6	-1	98	-24
Cc1cc(NC(=O)CN2C(=O)C3CC=CCC3C2=O)no1 (stereo not drawn)
    1	-10	4	1	-2	1.0	3	-5	·	·	10
O=C(Nc1ccc(F)cc1)N1CCCCCC1
    4	9	-15	8	0	0.9	-10	-5	28	·	-9
Oc1c(N=NC(=S)Nc2ccccc2F)c2ccccc2n1Cc1ccccc1F
    -8	-11	3	-1	·	0.6	0	-14	-17	95	11
O=C(CN(CCc1ccccc1)C(=O)CNS(=O)(=O)c1ccc(F)cc1)NCC1CCCO1 (stereo not drawn)
    2	21	1	0	-12	-1.2	0	-5	19	100	-21
CNC(=O)c1sccc1-n1cccc1
    -17	11	-1	-1	·	-0.1	-2	-4	2	92	-11
COc1cccc(-c2nn(C)c3sc(C(=O)NCc4ccc5c(c4)OCO5)cc23)c1
    2	-14	-5	·	-1	-1.5	-3	-7	-3	100	14
COc1cccc(/C=N/NC(=O)c2cnccn2)c1
    0	33	23	-2	7	-1.9	-8	3	-4	83	-33
Cn1c(SCC(=O)NC2CCCCC2)nnc1-c1cc2cc(Cl)ccc2o1
    -11	-26	1	-2	-10	0.9	-2	-8	·	64*	26
CCCCN(CCCC)C(=O)/C=C/c1cccc([N+](=O)[O-])c1
    -2	-37	1	6	-3	0.5	0	-11	-1	102	37
Nc1nnnn1CC(=O)N/N=C/c1cccs1
    7	3	4	20	627*	0.1	2	-6	-3	·	-3
Oc1ccc(Cc2ccc(Cl)cc2)c(O)c1
    -3	2	1	5	17	1.0	4	2	-2	94	-2
CN1CCN(/N=C/c2ccc(C#N)cc2)CC1
    -2	3	21	2	14	-2.0	6	4	18	92	-3
CC(=O)C(C)n1c(CN2CCN(C(=O)c3ccco3)CC2)nc2c1c(=O)n(C)c(=O)n2C (stereo not drawn)
    8	-1	14	1	-4	-0.3	7	9	4	·	1
COc1ccc(-n2c(=O)[nH]c3c(C(N)=O)nc(C4CCCCC4)nc32)cc1
    -1	11	·	2	16	-0.1	3	-10	-2	108	-11
Cn1ncc2c(Nc3ccc(O)cc3)nc(Cl)nc21
    -3	-9	31	-1	10	0.0	0	-6	-6	94	9

Additional records follow.
Values run as follows: PKA-R2B activ	SR-BI DiI-HDL act	Arr AP2 block	NSD2 inh	SUMO Mot1 rescue	CDK5 inh	PKA-R1A activ	dFosB activator	MITF act	DSG3 Ab inh	SR-BI HDL uptake
O=C(COc1ccc(C(=S)N2CCCC2)cc1)Nc1ccccc1C(F)(F)F
    5	-21	-1	6	-1	-0.5	5	-8	8	102	21
O=C(COC(=O)C1CC2C=CC1C2)Nc1cccc(S(=O)(=O)N2CCOCC2)c1 (stereo not drawn)
    1	-1	38	-1	-23	1.7	-11	-3	1	103	1
O=[N+]([O-])c1cc([N+](=O)[O-])c(Oc2c(F)cc(F)cc2F)cc1NN1CCCCC1
    -11	23	5	·	-3	1.3	-5	-1	6	91	-23
Cn1c(C2=C(O)CN(c3ccccc3)C2=N)nc2ccccc21
    7	20	47	1	-1	-2.2	8	-2	-1	100	-20
CCc1nnc(NC(=O)CCC(=O)N2CCN(C3c4ccccc4-c4ccccc43)CC2)s1
    1	-66	-19	0	-6	2.4	-4	6	-5	107	66
COCCN(C(=O)COC(=O)CCCOc1ccc(OC)cc1)c1c(N)n(Cc2ccccc2)c(=O)[nH]c1=O
    -3	-9	-5	0	53	2.0	16	1	-4	101	9
O=[N+]([O-])/C(Cl)=C(/NCCO)C(Cl)=C(Cl)Cl
    -6	21	7	-2	·	1.9	0	2	·	91	-21
O=C(NCCCN1CCOCC1)c1ccc(Br)s1
    12	-10	3	·	-3	-0.1	1	-9	-2	100	10
COc1ccc(C)cc1S(=O)(=O)NC(C)C(=O)NC1CC1 (stereo not drawn)
    -4	14	11	0	-4	0.0	-7	0	-1	100	-14
